Screens deposited in PubChem BioAssay by Sanford-Burnham Center for Chemical Genomics.
CHOP UPR activ – activators of apoptotic CHOP UPR arm, primary screen, cell-based, CHO-CHOP luciferase reporter, luminescence, uHTS | UPR activation; percent of tunicamycin response over DMSO baseline | activation, % at 10 µM | 330,000 compounds, 0.34% hits;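 active means at 10 µM dose, activation of 40% or more, normalized to positive control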;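 further: 100% = tunicamycin at 10 µg/mL and 0% = DMSO alone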
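Assay system: CHO cells with stable CHOP pathway luciferase reporter; Buffer or medium: F12 plus 10% serum; Times: 16-18 h cell attachment, then 6 h compound exposure, 37 °C; Signal: luciferase luminescence; Read-out basis: percent activation relative to tunicamycin control; Control set: tunicamycin high control, DMSO low control.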
APJ agonist – agonists of human apelin receptor APJ, primary screen, CHO-K1 cells, PathHunter beta-arrestin, luminescence | P35414 | 0% DMSO wells, 100% apelin | activation, % at 20 µM | 330,000 compounds, 0.11% hits | AID 2520, 2010;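 active means activation more than six SD over the plate average, tested at 20 µM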;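 further: 0% = DMSO alone and 100% = apelin-13 at 10 nM; some results filed as inactive read as strong as hits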
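Material: engineered CHO-K1 APJ arrestin reporter cells; amount: 1000 CHO-K1 reporter cells seeded per well; incubation: compound stimulation 90 min at 25 °C, detection 60 min; signal: luminescent beta-gal fragment complementation, chemiluminescent substrate; read-out basis: APJ agonist activity; controls: DMSO-only wells as negative, 10 nM Apelin-13 as positive control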
Mdm2-MdmX inh – inhibitors of human Mdm2-MdmX association, primary screen, cell-based, luminescence, split luciferase, SaOS-2, uHTS; SaOS-2 split-luciferase Mdm2/MdmX complementation; Protein Mdm4 (Homo sapiens) + E3 ubiquitin-protein ligase Mdm2 (Homo sapiens), …; inhibition, % at 8 µM; 330,000 compounds, 3% hits;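 active means inhibition of at least 50% at 8 µM in the primary screen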
Target sequence (O15151 whole entry, looked up): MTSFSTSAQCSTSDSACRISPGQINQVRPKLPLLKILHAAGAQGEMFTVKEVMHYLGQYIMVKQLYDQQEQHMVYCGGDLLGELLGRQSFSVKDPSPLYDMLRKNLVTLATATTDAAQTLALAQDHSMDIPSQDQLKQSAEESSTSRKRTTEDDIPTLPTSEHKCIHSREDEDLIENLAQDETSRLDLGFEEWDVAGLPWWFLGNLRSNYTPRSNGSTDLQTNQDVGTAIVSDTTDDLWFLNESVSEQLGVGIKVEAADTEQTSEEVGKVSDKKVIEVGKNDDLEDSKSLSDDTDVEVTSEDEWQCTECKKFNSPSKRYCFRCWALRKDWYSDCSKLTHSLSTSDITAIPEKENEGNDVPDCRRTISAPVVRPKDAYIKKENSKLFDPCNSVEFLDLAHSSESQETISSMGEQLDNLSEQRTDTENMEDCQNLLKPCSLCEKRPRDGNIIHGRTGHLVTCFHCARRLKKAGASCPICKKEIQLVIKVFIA
Target sequence (Q00987 whole entry, looked up): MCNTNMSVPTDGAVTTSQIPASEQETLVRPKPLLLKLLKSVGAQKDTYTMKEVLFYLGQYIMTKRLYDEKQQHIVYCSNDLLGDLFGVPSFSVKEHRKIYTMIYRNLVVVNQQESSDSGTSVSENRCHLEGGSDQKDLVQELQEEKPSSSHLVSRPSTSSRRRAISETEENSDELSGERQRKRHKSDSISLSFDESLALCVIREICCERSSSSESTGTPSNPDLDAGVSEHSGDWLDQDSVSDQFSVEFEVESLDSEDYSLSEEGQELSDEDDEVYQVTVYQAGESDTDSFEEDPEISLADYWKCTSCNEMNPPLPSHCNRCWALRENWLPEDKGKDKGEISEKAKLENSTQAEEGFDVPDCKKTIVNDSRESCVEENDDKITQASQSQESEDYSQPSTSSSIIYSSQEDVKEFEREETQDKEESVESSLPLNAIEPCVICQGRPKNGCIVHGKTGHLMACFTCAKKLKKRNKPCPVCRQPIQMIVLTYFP
XBP1 UPR activ – activators of adaptive XBP1 UPR arm, primary screen, cell-based, CHO-XBP1 luciferase reporter, luminescence, uHTS. IRE1-XBP1 UPR activation; percent of tunicamycin response, DMSO as zero. activation, % at 20 µM. 330,000 compounds, 0.33% hits. AID 463104, 2010;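 active means versus positive control, 20 µM dose yields 30% or more activation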;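 further: 100% = tunicamycin at 10 µg/mL and 0% = DMSO only wells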
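Material – CHO cell line with stable XBP1 luciferase reporter · Buffer or medium – F12 plus 10% FBS · Compound – single point, 20 µM final compound, 1% DMSO · Schedule – 16-18 h cell attachment at 37 °C, then 6 h compound exposure · Signal – Steady-Glo luminescence read · Benchmarks – high control tunicamycin 10 µg/mL final, low control DMSO vehicle only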
Jurkat NFkB inh – inhibitors of induced NF-kB luciferase reporter, primary screen, TCR NF-kB activation inhibitor project, cell-based, luminescence, uHTS; Jurkat, PMA/ionomycin-induced NF-kB luciferase reporter; inhibition, % at 4 µM; 330,000 compounds, 0.53% hits; AID 435003, 2010; in the data active means inhibition above about 50%
tim23-1 inh – growth inhibitors of tim23-1 mutant yeast, primary screen, luminescence, uHTS; 330,000 compounds, 1.3% hits; AID 463212, 2010; inhibition, % at 20 µM; S. cerevisiae tim23-1 growth, BacTiter-Glo luminescence, 24 h;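 active means growth inhibition of the mutant yeast at or above 50%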;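 further: temperature-sensitive mutant grown at 25 °C; plate controls were DMSO-treated mutant yeast for no effect and medium wells lacking yeast for full effect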
697 NFkB inh – inhibitors of PMA/ionomycin-induced NF-kB reporter, 697 cells, primary screen, B-cell NF-kB inhibitor project, cell-based, luminescence, uHTS; 697 B-cell NF-kB luciferase reporter, 16 h; inhibition, % at 4 µM; 330,000 compounds, 0.33% hits; in the data active means inhibition above about 35%
APJ antagonist – antagonists of human apelin receptor APJ, primary screen, CHO-K1 cells, beta-arrestin complementation, luminescence; P35414; inhibition, % at 20 µM; 330,000 compounds, 0.32% hits;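 active means inhibition above about 40% at 20 µM, limit read from the data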;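 further: cells challenged with 10 nM apelin-13 agonist together with compound; plate controls were apelin-13 plus DMSO wells for no effect and DMSO wells lacking apelin-13 for full effect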
* hit, by the source's call.

Molecule	CHOP UPR activ	APJ agonist	Mdm2-MdmX inh	XBP1 UPR activ	Jurkat NFkB inh	tim23-1 inh	697 NFkB inh	APJ antagonist
COc1ccc(OC)c(NC(=O)COC(=O)CCC2CCCC2)c1	0.0	2.4	-11.7	1.0	0.5	24.8	-6.8	11.1
N#Cc1cccc(-c2nnc(SCc3ccccc3C#N)o2)c1	2.5	-1.2	-55.5	4.8	-28.8	19.1	-18.9	-11.1
CCN(CC)S(=O)(=O)N1CCC(C(=O)NCCN2CCOCC2)CC1	0.2	-1.3	-15.9	-3.2	-0.8	5.7	23.4	-19.7
CN1CCN(C(=O)CCn2nc(-c3ccccc3)c3ccccc3c2=O)CC1	-1.8	-2.0	20.0	0.3	12.3	5.7	12.4	15.3
Cc1ccc(C(=O)NCC(=O)OCC(=O)NC(C)c2ccccc2)s1 (centres undefined)	-0.2	0.1	20.9	-4.2	-12.0	18.8	-8.5	-5.3
Cc1cccc(NC(=O)COC(=O)c2ccccc2SCC(=O)N2CCCC2)c1	2.3	2.1	6.7	-3.9	15.5	24.7	19.7	-2.0
O=c1[nH]cnc2c1ncn2Cc1ccc([N+](=O)[O-])cc1	-0.6	0.0	-9.1	-2.6	-29.0	13.6	-10.7	-15.8
Cc1cc(=O)[nH]c(SCc2cc(Cl)ccc2OC(F)F)n1	-0.7	-2.9	10.3	-0.9	2.3	8.7	-13.3	-1.6
CN(CC(=O)NCc1cccnc1)S(=O)(=O)c1ccc2c(c1)c(=O)n(C)c(=O)n2C	0.8	-1.4	-7.9	-1.8	-11.6	-10.2	-8.5	-30.7
Oc1cccc(Nc2ncnc3ccccc23)c1	-0.4	-3.8	43.4	-1.1	-20.6	-4.2	12.4	8.0

The results go on:
Molecule	CHOP UPR activ	APJ agonist	Mdm2-MdmX inh	XBP1 UPR activ	Jurkat NFkB inh	tim23-1 inh	697 NFkB inh	APJ antagonist
COc1ccc(CNc2ccc(C)c(C)c2)cc1	5.4	0.1	-50.7	3.3	-42.6	7.4	-6.7	-4.0
O=S(=O)(Nc1ccc(S(=O)(=O)N2CCCCCC2)cc1)c1cccs1	-1.3	0.9	-5.7	-1.5	1.3	11.7	4.9	-5.0
Cc1cc[n+](CC(=O)Nc2ccccc2)cc1	3.0	-1.6	-6.4	-1.8	-4.1	-0.4	-27.9	5.0
COc1cccc(C(=O)N2CCN=C2SC)c1	-0.7	2.0	3.1	1.3	14.2	10.0	26.0	-9.5
NC(=O)c1ccccc1OCC(=O)Nc1ccc(Cl)c(Cl)c1	1.2	-4.4	-238.5	-0.3	-187.1	12.8	-372.0	-6.8
Cn1ncc(Br)c1C(=O)N1CCCCCC1	1.8	5.4	0.5	-1.4	8.9	10.7	5.1	-4.3
O=C(O)c1ccc(CSc2nnc(Cc3ccccc3)o2)cc1	-2.0	-6.7	-16.8	-1.0	-19.3	11.3	9.5	28.1
O=C(O)c1cncc(SCc2ccccc2)n1	-1.2	2.4	-20.9	-3.2	-4.6	4.6	-11.2	-0.9
CN(C)/C=N/C(=S)Nc1ccc(Br)cc1F	0.9	-6.4	-3.9	0.7	-21.6	1.0	-80.5	-2.3
N/C(Cn1cncn1)=N\NC(=O)C(=O)Nc1ccccc1	5.7	-1.1	1.9	-1.8	-10.6	11.3	2.6	-3.9

Part of the list above, reduced to APJ agonist and CHOP UPR activ:
compound | APJ agonist | CHOP UPR activ
COc1cccc(C(=O)N2CCN=C2SC)c1 | 2.0 | -0.7
CN(C)/C=N/C(=S)Nc1ccc(Br)cc1F | -6.4 | 0.9

Further entries:
Molecule	CHOP UPR activ	APJ agonist	Mdm2-MdmX inh	XBP1 UPR activ	Jurkat NFkB inh	tim23-1 inh	697 NFkB inh	APJ antagonist
OCCC1CN(Cc2cccn2-c2ccccn2)CCN1C1CCCCC1 (centres undefined)	1.1	-6.5	-44.1	2.1	9.2	13.6	17.4	18.3
O=C(O)CCSSCCC(=O)O	0.0	-0.1	24.3	0.5	9.5	6.9	3.2	5.3
CC1(C)Cc2ccccc2C(/C(=N/O)C(N)=O)=N1	-0.5	-0.5	-14.6	3.9	-2.9	1.6	-11.9	8.5
Cc1cc(C(=O)COC(=O)Cc2n[nH]c(=O)c3ccccc23)c(C)n1-c1ccc2c(c1)OCO2	0.3	-4.8	25.4	-1.4	-0.8	-9.0	-38.9	21.3
Cc1sc(NC(=O)CN(Cc2ccccc2)C(=O)C2CC2)c(C(N)=O)c1C	-0.4	1.5	2.0	-1.5	-5.4	13.4	-7.9	-10.0
O=C(NCCC1CCCCN1S(=O)(=O)c1ccc(F)cc1)C(=O)NC1CCCC1 (centres undefined)	0.6	-2.0	8.0	-1.0	8.1	27.8	16.4	2.9
CCCN1CCN(C(=O)Cn2c(=O)oc3cc(S(=O)(=O)NCc4ccccc4)ccc32)CC1	-2.6	-3.2	10.0	-0.8	-0.5	5.8	2.6	2.7
CCCNC(=O)c1ccccc1NC(=O)c1ccc2c(c1)NC(=O)C(C)S2 (centres undefined)	1.3	3.9	53.3*	-1.3	49.1	10.7	-21.6	4.8
CCOC(=O)C1CCN(c2ncnc3c2oc2ccc(Br)cc23)CC1	-0.2	-2.8	3.8	3.9	6.3	0.0	-10.4	6.8
CSC1=N/C(=C\c2c(F)cccc2Cl)C(=O)S1	-2.9	-3.4	-2.4	1.4	1.1	49.6	4.7	8.5

(continued)
Molecule	CHOP UPR activ	APJ agonist	Mdm2-MdmX inh	XBP1 UPR activ	Jurkat NFkB inh	tim23-1 inh	697 NFkB inh	APJ antagonist
COc1ccc(S(=O)(=O)N2CCOC2CNC(=O)C(=O)NCCN2CCOCC2)cc1OC (centres undefined)	1.0	-7.5	41.9	-0.9	-1.0	4.1	3.4	-8.2
CC(=O)Nc1cccc(NC(=O)C2CCCN2C(=O)Nc2cccc(F)c2)c1 (centres undefined)	0.9	2.0	-9.0	0.9	2.5	4.9	12.6	7.4
CCOc1cc(NC(=O)C(C)C)c(OCC)cc1NC(=O)Nc1ccccc1	4.7	8.1	24.2	-2.4	4.3	-1.9	1.5	-42.4
O=Cc1ccc(C(=O)OCC(=O)NCc2ccco2)cc1	-0.4	3.1	5.6	-1.6	3.4	-3.5	8.2	-8.4
O=C(Nc1nc(-c2ccccc2)cs1)C1CCCN(S(=O)(=O)c2ccccc2)C1 (centres undefined)	3.9	7.3	78.0*	-2.2	11.7	35.3	-72.0	5.7
COC(CNC(=O)c1ccc(CS(=O)(=O)c2ccc(C)cc2)o1)OC	1.1	-0.5	-13.1	-2.0	13.2	9.8	6.8	17.7
COc1cccc(/C=C2/SC(=S)N(CC(=O)NNC(=O)c3ccccc3OC)C2=O)c1	1.0	1.3	10.9	3.7	-0.9	-2.2	3.6	-6.4
CCCc1cc(C(=O)NCc2cccs2)no1	4.1	-5.8	-23.4	4.7	-18.3	-6.5	-15.0	4.0
Clc1ccc(Cc2noc(CN3CCN(c4ccccc4)CC3)n2)c(Cl)c1	-2.2	-0.8	11.8	-3.4	8.1	11.5	-13.0	5.1
COc1ccccc1OCCc1nnc(N)s1	-1.8	-0.8	16.4	-1.0	1.2	-0.8	-0.3	7.0

Further entries.
Molecule	CHOP UPR activ	APJ agonist	Mdm2-MdmX inh	XBP1 UPR activ	Jurkat NFkB inh	tim23-1 inh	697 NFkB inh	APJ antagonist
Clc1ccc(-c2noc(CCCOc3ccccc3)n2)cc1	0.4	-3.6	7.3	0.4	3.1	-3.4	4.3	-5.3
Cc1c(N=Cc2ccc(O)c(Br)c2)cccc1[N+](=O)[O-]	-1.5	0.5	28.2	-1.3	1.4	10.3	8.5	8.1
COc1cccc(C(=O)N(Cc2cc3cc(C)ccc3[nH]c2=O)CC2CCCO2)c1 (centres undefined)	1.5	0.1	4.0	-1.0	4.6	-1.5	-10.2	-13.9
CCOC(=O)C1(Cc2cccc(OC)c2)CCN(Cc2cnc(N)nc2)CC1	1.0	0.2	17.0	-0.5	14.2	0.6	14.6	25.0
CC(C)c1ccc(N(CC(=O)NCc2ccc(F)cc2)C(=O)c2csnn2)cc1	0.2	-4.5	19.3	2.3	21.1	13.3	3.1	9.1
O=[N+]([O-])c1ccc(C(=S)N2CCN(Cc3ccccc3)CC2)cc1	0.7	-2.6	-5.3	-1.0	18.1	20.6	15.9	0.5
O=C(NCC(=O)N(c1ccccc1)C(C(=O)NC1CCCCC1)c1cccnc1)c1cccs1 (centres undefined)	-1.7	-3.6	1.4	-1.0	-0.2	0.5	7.6	7.8
CC(C)(C)n1nnnc1C(c1cccs1)N(Cc1cccnc1)Cc1ccco1 (centres undefined)	0.9	-3.4	0.2	-0.8	-2.0	42.1	5.4	8.9
CCN1C(=O)c2ccccc2S(=O)c2ccc(C(=O)N3CCN(C(=O)c4ccco4)CC3)cc21 (centres undefined)	1.8	0.4	16.1	-3.1	7.6	-2.3	23.4	11.4
Cc1ccc(NC(=O)Cn2cc(C(F)(F)F)cc(Cl)c2=O)cc1Cl	0.0	0.9	-9.3	-2.5	4.0	-20.5	-0.4	11.3

Continued:
Molecule	CHOP UPR activ	APJ agonist	Mdm2-MdmX inh	XBP1 UPR activ	Jurkat NFkB inh	tim23-1 inh	697 NFkB inh	APJ antagonist
Cc1ccc(C(=O)Nc2cccc(C(=O)O)c2)cc1S(=O)(=O)N1CCCCC1	-2.2	-5.2	21.4	-7.7	2.6	-4.1	-36.3	-3.5
O=C(NCc1ccco1)c1cc2n(n1)C(C(F)(F)F)CC(c1ccc(F)cc1)N2 (centres undefined)	0.1	-1.7	0.4	-2.1	-1.0	11.9	27.0	19.3
CCc1ccc(OCCNC(=O)c2ccco2)cc1	4.4	1.7	-13.5	-0.7	-19.2	0.6	-0.2	4.5
CCN(C(=O)CSc1nc2cc(C(=O)O)ccc2c(=O)n1Cc1ccccc1)c1ccccc1	0.1	-4.3	6.2	-6.8	-31.1	15.2	-16.7	-13.0
COC(=O)C1CCN(C(=O)COC(=O)C2CCN(S(=O)(=O)c3c(Cl)cccc3Cl)CC2)CC1	-0.6	-1.1	18.8	-5.5	0.4	9.8	5.8	8.2
Cc1ncc([N+](=O)[O-])n1CC(=O)NC1CCCCCC1	-1.7	-1.6	24.1	2.6	4.5	4.7	21.7	23.2
CC(=O)Nc1cccc(S(C)(=O)=O)c1	4.2	3.2	11.3	0.5	10.8	17.1	-31.8	-10.4
CCOC(=O)c1c(C)oc2c(F)c(F)c(F)c(F)c2c1=O	2.5	17.7	100.6*	-4.7	-3.7	73.8*	-2.4	-11.4
CCOc1ccc(C2c3[nH]c4ccccc4c3CCN2Cc2cccn2-c2ncccn2)cc1 (centres undefined)	1.2	-2.7	76.2*	-1.9	0.2	31.1	-0.8	10.6
Cn1c(CC(=O)Nc2ccccc2)nnc1SCC(=O)Nc1ccc(N2CCOCC2)cc1	3.0	-0.9	-32.5	1.1	-31.4	13.7	-9.6	6.4
CCOc1ccc(N(CC(=O)Nc2ccc(OC)cc2)C2=NC3CS(=O)(=O)CC3S2)cc1 (centres undefined)	-0.4	-6.4	-19.1	-2.2	-8.2	-9.3	4.9	9.2
